# Screening results: PubChem, several laboratories
# NOD2 inhibition: inhibition of NOD2-driven NF-kB reporter – cell-based, luminescence, uHTS, HEK293 (AID 1566). HEK293 NOD2/NF-kB luciferase reporter, luminescence; higher % means a stronger effect. one-dose inhibition, % at 4 µM; EC50 in µM for titrated hits. 290,000 compounds, 0.63% hits; note: many of its hits are not listed in these tables
# KOR beta-arrestin-1: KOR antagonists, beta-arrestin recruitment, cell-based, luminescence, uHTS (AID 1778); 290,000 compounds, 0.091% hits; KOR beta-arrestin recruitment, luminescence, antagonist mode; higher % means a stronger effect; one-dose inhibition, % at 10 µM; IC50 in µM for titrated hits; note: strong numbers were not always called active
# NOD1 NF-kB reporter: inhibition of NOD1-driven NF-kB reporter – cell-based, luminescence, uHTS, primary screen (AID 1578); 290,000 compounds, 1% hits; inhibition, % at 4 µM; hits with a dose series show EC50 in µM; NOD1-driven NF-kB luciferase reporter cells, luminescence; higher % means a stronger effect; in the data active = inhibition mostly above about 36%, no sharp cut-off; inactive = mostly below about 34%;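 note: HEK-293T reporter cells stimulated with the NOD1 agonist gamma-tri-DAP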
# KOR beta-arrestin-2: KOR agonists, beta-arrestin recruitment, primary screen, cell-based, luminescence, uHTS (AID 1777) | KOR beta-arrestin recruitment, luminescence; higher % means a stronger effect | activation, % at 10 µM, or EC50 in µM where a hit was titrated | 280,000 compounds, 0.02% hits; in the data active = activation above about 50%, passing the limit was not always enough; note: a part of the inactive calls stands beside numbers as strong as those of hits
# NTR1 ag: agonists of NTR1, primary screen, imaging, U2OS cells, beta-arrestin-GFP, high content (AID 493036); P30989; NTR1-U2OS beta-arrestin-GFP spot imaging, agonist mode; activation, % at 20 µM; 330,000 compounds, 0.17% hits;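 active = activation at or above 40% of the spot to cytoplasm intensity ratio, with at least 20 cells analyzed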;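 note: 0% = DMSO without peptide and 100% = 100 nM NTR1 peptide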
# Target sequence (P30989 whole entry, looked up): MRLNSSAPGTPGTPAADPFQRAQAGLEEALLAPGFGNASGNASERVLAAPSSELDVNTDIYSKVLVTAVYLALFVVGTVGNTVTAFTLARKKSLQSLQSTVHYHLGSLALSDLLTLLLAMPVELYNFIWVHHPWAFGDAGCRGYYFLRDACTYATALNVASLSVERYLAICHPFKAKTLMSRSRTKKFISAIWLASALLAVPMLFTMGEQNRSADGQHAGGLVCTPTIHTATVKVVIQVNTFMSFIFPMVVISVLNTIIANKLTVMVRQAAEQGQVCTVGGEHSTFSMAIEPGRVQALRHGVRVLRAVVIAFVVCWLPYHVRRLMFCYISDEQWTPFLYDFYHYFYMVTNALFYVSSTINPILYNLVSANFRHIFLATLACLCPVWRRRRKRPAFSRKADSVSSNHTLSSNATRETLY
# TNAP activation fold: stimulation of alkaline phosphatase TNAP activity – biochemical, luminescent, no phosphate acceptor, uHTS, primary screen (AID 1001) | purified TNAP, luminescent activation assay, no phosphate acceptor; higher activation fold means a stronger effect | activation fold at 20 µM, or EC50 in µM where a hit was titrated | 200,000 compounds, 0.03% hits; in the data active = activation fold from about 3, or a potency from the dose series; inactive = the rest, 99 in 100 with activation fold below about 1.6; note: many of its hits are not listed in these tables
# ER stress rescue: protection against thapsigargin-triggered cell killing – 384-well, CSM14.1, ATP luminescence, primary screen (AID 1222); CSM14.1 thapsigargin-induced death rescue, ATP luminescence; higher % means a stronger effect; 190,000 tested, under 10 active; cellular ATP content (survival), % at 20 µM, or EC50 in µM where a hit was titrated;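 active = EC50 below 50 µM in the dose-response confirmation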;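 note: death triggered by thapsigargin at about 15 µM added after 2 h compound pretreatment; cell ATP read after overnight thapsigargin exposure of roughly 18 to 22 hours; normalized against plate controls of thapsigargin alone and 5% DMSO vehicle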
# Yfh1-off respiration: mitochondrial function rescue without frataxin homolog – Friedreich's ataxia, plus single-dose screen, dose response (AID 1465); one-dose fold induction at 50 µM; EC50 in µM for titrated hits; 220,000 compounds, 0.074% hits; S. cerevisiae Yfh1-off respiration, WST-1 reduction, 72 h; higher fold induction means a stronger effect;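 active = fold induction of absorbance versus untreated yeast above a set limit, then at least 30% activation at any dose in follow-up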;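 note: activators that raise dye reduction in frataxin-depleted yeast; strong numbers were not always called active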
# GPR55 activation: selective activators of receptor GPR55 – imaging, U2OS cells, beta-arrestin-GFP redistribution, primary screen (AID 1961); U2OS GPR55 beta-arrestin-GFP redistribution imaging; higher % means a stronger effect; activation, % at 10 µM, or EC50 in µM where a hit was titrated; 290,000 compounds, 0.048% hits;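 active = activation above 40% with more than 50 cells counted in the well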;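 note: U2OS osteosarcoma cells stably expressing GPR55 and beta-arrestin-GFP; plate controls were DMSO negative control for no effect and LPI positive control for full effect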
# NTR1 ag cell count 20 µM: further read-out of NTR1 ag, marked with its call; cell count; measured here: cell count, cytotoxicity flag
# Numbers without * were called inactive; i = inactive; x = no result given; [ ] = remark or other dose. Cut-off read from the data, not from the text of the source, unless noted: active = inhibition above about 50%; inactive = the rest. The list is partial; rates above refer to the full screens.
SMILES,NOD2 inhibition,KOR beta-arrestin-1,NOD1 NF-kB reporter,KOR beta-arrestin-2,NTR1 ag,NTR1 ag cell count 20 µM,TNAP activation fold,ER stress rescue,Yfh1-off respiration,GPR55 activation
COc1cc(O)oc1C=Nc1ccc(Cl)cc1Cl,-13.2%,-22.1%,18.1%,5.3%,-1.3,87,1,-0.7%,i,-2.3%
NS(=O)(=O)c1ccc(CNC(=O)c2cc(=O)[nH]c3ccccc23)cc1,9.0%,-23.7%,-22.5%,0.7%,1.1,57,x,x,x,-0.1%
COc1cc(-c2nnc(SCc3cc(=O)oc4cc(O)c(O)cc34)o2)cc(OC)c1OC,-24.7%,-18.2%,20.6%,2.2%,1.5,80,0.5,-2.7%,i,0.3%
Cc1ccc(CNC(=S)NC2CCCCC2)cc1,-15.1%,13.3%,-37.3%,-0.7%,-0.6,62,x,x,x,-0.1%
Cc1sc2nc(SCc3nnc(-c4cccs4)o3)n(C3CCCC3)c(=O)c2c1C,25.4%,8.8%,26.0%,-8.5%,11.0,78,1.1,1.3%,i,0.2%
COc1ccc(N2C(=O)CCC2(C#N)c2ccc(OC)cc2)cc1 (stereo not drawn),21.6%,1.3%,1.8%,-4.3%,-0.2,71,1,-2.5%,i,-0.2%
CN(C(=O)c1coc(=O)c2ccccc12)c1ccccc1Cl,12.5%,-9.4%,-13.9%,0.4%,2.9,72,1.1,-0.6%,i,0.1%
Cc1nn(C(C)CC(=O)O)c(C)c1C (stereo not drawn),3.1%,-9.6%,10.5%,-4.3%,-1.4,49,1.1,-0.4%,i,0.0%
Cc1c(NC(=S)NC(=O)Cc2ccccc2)cccc1C(=O)O,0.2%,5.1%,x,0.5%,2.4,73,1.2,-0.4%,i,-0.1%
Cc1ccc(NC(=S)Nc2ccc3cn[nH]c3c2)cc1,5.1%,x,-15.6%,6.6%,3.3,39,1.1,-0.7%,i,0.9%
O=C(/C=N/O)Nc1cccnc1,16.7%,4.8%,-34.0%,-0.8%,-0.1,79,1.1,-0.1%,i,-0.3%
CS(=O)(=O)N1CCN(c2ccc([N+](=O)[O-])c(NCc3ccc(Cl)cc3)c2)CC1,-10.0%,-17.0%,-25.4%,1.7%,-0.5,42,0.9,1.9%,i,-0.1%
CCOC(=O)C1CCCN(CC(O)COc2cccc(C)c2)C1 (stereo not drawn),-3.1%,-30.2%,29.6%,0.7%,-0.2,53,1.1,-0.9%,i,0.2%
CCc1nnc(NCC(=O)N2CCc3ccccc32)s1,17.6%,-7.4%,-4.3%,7.0%,-0.9,33,1.1,4.6%,i,0.2%
O=C(O)CCc1ccc(S(=O)(=O)Nc2ccc(OCc3ccccc3)cc2)cc1,-1.8%,4.8%,-25.9%,-4.5%,0.3,44,x,x,x,0.1%
O=S(=O)(CCN1CCCCC1)Oc1ccc(Cl)cc1Cl,9.5%,19.5%,-3.1%,2.9%,0.0,51,x,x,i,-0.1%
C[n+]1ccc(CC2C(=[N+]([O-])[O-])C=Nc3ncnn32)cc1 (stereo not drawn),17.5%,26.2%,-16.5%,0.3%,x,x,1,-0.4%,i,-0.1%
COC(=O)c1c(C(=O)OC)c(-c2cccc(C)c2)n2c1CS(=O)(=O)C2,9.5%,-30.9%,-10.0%,0.7%,-0.6,34,1.2,-0.9%,i,0.0%
C=CCN1C(=O)CN=C1Nc1ccccc1,11.9%,32.4%,14.8%,-3.3%,-0.6,96,1.1,-0.5%,i,-0.1%
O=C(Nc1ccc([N+](=O)[O-])cc1)c1cc2ccccc2nc1Cl,-27.7%,26.3%,4.0%,2.9%,-0.3,64,x,x,i,-0.1%
CC(C)C[C@H](NC(=O)c1nc[nH]c1C(=O)N(C)Cc1ccccc1)C(=O)OC(C)(C)C,x,34.4%,x,-2.3%,0.7,76,1,-1.5%,i,-0.2%
Cc1cccc(OCCCC(=O)Nc2ccc(N3CCCCC3)cc2)c1,17.1%,-19.8%,x,1.2%,-1.0,89,1.1,-1.4%,i,0.2%
CC(=O)N(C1=C(N)C(=O)c2ccccc2C1=O)c1ccccc1,28.7%,-20.9%,0.5%,0.7%,3.6,68,x,x,x,-0.1%
Cc1ccc(N(CC(=O)NCCSc2ccccn2)S(C)(=O)=O)cc1,0.5%,-20.4%,-61.1%,-0.3%,-0.7,23,1.1,1.4%,i,0.3%
COc1ccc(CNC(=O)C(C)n2nc(C)c3c(C)n(-c4ccc(C)cc4)nc3c2=O)cc1 (stereo not drawn),37.3%,22.3%,3.0%,4.4%,-1.0,65,x,x,x,0.2%
c1ccc2c(c1)oc1c(N3CCN(Cc4ccc5c(c4)OCO5)CC3)ncnc12,-12.8%,32.2%,18.3%,-1.8%,x,x,1.1,-1.9%,i,-0.3%
Cc1cccc(C(=O)NNC(=O)C2CCCO2)c1 (stereo not drawn),-12.3%,-42.7%,-0.4%,4.5%,-1.7,89,1.1,3.4%,i,-0.2%
O=C(c1ccccn1)N1CCN(c2cccc(C(F)(F)F)c2)CC1,4.6%,-1.3%,-33.8%,-1.0%,2.1,41,1,-0.3%,i,-0.4%
COc1ccc(C(=O)Sc2nncc3ccccc23)cc1,7.1%,-34.5%,2.3%,4.1%,0.6,22,1,-2.9%,i,1.1%
Cc1ccc(NC(=O)C2CCN(C(=O)N3CCOc4ccccc43)CC2)cc1,-3.4%,-34.9%[20 µM],-0.8%,-5.3%,-0.5,55,x,x,x,0.7%
CCC1CCCCN1CCCNC(=O)c1ccc(CS(=O)(=O)c2ccc(Br)cc2)o1 (stereo not drawn),12.6%,19.7%,-8.2%,0.4%,2.1,48,x,x,x,0.1%
Cc1cc(NC(=O)CCc2ccccc2)c([N+](=O)[O-])cc1C,3.5%,1.7%,-27.8%,5.3%,2.7,63,1.1,0.9%,i,0.7%
O=[N+]([O-])c1cc(S(=O)(=O)N2CCCC2)ccc1SCCO,8.1%,8.6%,-11.9%,-2.5%,-0.6,49,1,-0.1%,i,-0.3%
Cc1cc(-c2ccc(C(C)C)c(S(=O)(=O)Nc3cc(C)on3)c2)on1,7.3%,-28.2%,-9.3%,5.7%,0.6,68,x,x,x,-0.1%
COc1ccc(-c2ccc(C)cc2)cc1[C@H]1[C@@H]2C=CCC[C@@]2(C)C(=O)N1Cc1ccccc1,6.8%,23.9%,5.5%,-1.7%,0.0,98,x,x,i,0.8%
CC(=O)N1CCOc2cc(S(=O)(=O)NCc3ccc(F)cc3)c(C)cc21,-8.5%,-7.8%[20 µM],17.8%,-1.3%,4.9,38,x,x,x,-0.3%

# The last 2 records of the section above lead into the next.
SMILES,NOD2 inhibition,KOR beta-arrestin-1,NOD1 NF-kB reporter,KOR beta-arrestin-2,NTR1 ag,NTR1 ag cell count 20 µM,TNAP activation fold,ER stress rescue,Yfh1-off respiration,GPR55 activation
COc1ccc(-c2ccc(C)cc2)cc1[C@H]1[C@@H]2C=CCC[C@@]2(C)C(=O)N1Cc1ccccc1,6.8%,23.9%,5.5%,-1.7%,0.0,98,x,x,i,0.8%
CC(=O)N1CCOc2cc(S(=O)(=O)NCc3ccc(F)cc3)c(C)cc21,-8.5%,-7.8%[20 µM],17.8%,-1.3%,4.9,38,x,x,x,-0.3%
CC(C)CCN1CCN(Cc2cccn2-c2ccccn2)CC1CCO (stereo not drawn),15.3%,-17.6%,-7.4%,0.9%,-0.6,86,1.2,-1.3%,i,0.6%
O=C(CSCc1ccccc1)Nc1ccc(S(=O)(=O)N2CCOCC2)cc1,9.0%,36.9%,11.8%,-1.5%,1.0,27,1,-1.6%,i,-0.1%
N#CC(=C1CCCC1)c1nc(-c2ccccc2)cs1,-114.8%,34.8%,-46.9%,0.7%,0.5,48,1.1,-0.3%,i,-0.1%
O=C1CC(=O)CC(c2ccccc2)C1,-9.8%,-8.3%,-27.1%,4.0%,-0.2,76,1.1,-6.3%,i,0.9%
CCOc1ccc(CN(C)C(=O)c2ccc3ccccc3n2)cc1,-32.3%,-35.3%,-22.9%,-5.2%,-0.1,59,x,x,x,-0.1%
CCOC(=O)C1=C(C)NC(=S)NC1c1ccco1 (stereo not drawn),15.3%,15.1%,-8.6%,x,-0.2,59,x,x,i,-0.6%
Cn1c(SCC(=O)Nc2ccc(N3CCOCC3)c(Cl)c2)nnc1C(O)c1ccccc1 (stereo not drawn),-6.9%,-17.7%,-24.0%,-2.4%,0.9,84,1.2,-4.1%,i,-0.2%
O=C(CSc1nnc(CCCN2C(=O)c3cccc4cccc(c34)C2=O)n1-c1ccccc1)N1CCCCC1,15.5%,-1.3%,-21.0%,-3.4%,5.0,72,0.8,6.2%,i,0.0%
COc1ccccc1NC(=O)C1=C(C)Nc2nc(-c3cccs3)nn2C1c1cccc(O)c1 (stereo not drawn),-4.7%,-30.5%,-54.9%,9.6%,5.2,70,1.1,-0.1%,x,-0.1%
O=C(c1ccc2c(c1)C(=O)N(CCCO)C2=O)c1ccc2c(c1)C(=O)N(CCCO)C2=O,-3.8%,5.9%,-23.5%,4.0%,1.1,51,1.1,2.3%,i,-0.1%
Nc1ccc2oc(-c3cccc(Br)c3)nc2c1,-108.1%,10.1%,-97.0%,-6.3%,2.1,50,1.1,5.7%,i,-0.1%
CC1Cc2cc(S(=O)(=O)N3CCN(c4cccc(Cl)c4)CC3)ccc2N1C(=O)C1CC1 (stereo not drawn),8.5%,-32.2%,-17.4%,2.7%,2.0,55,x,x,x,-0.1%
CSc1nnc2c(n1)OC(C)=Nc1ccccc1-2,13.0%,2.6%,7.4%,17.4%,0.1,58,1.1,1.5%,i,0.3%
CCS/C(N)=N/N=C/c1cc(C)ccc1O,-203.4%,-11.9%,-75.4%,4.0%,1.9,43,1.1,-0.4%,i,-0.1%
CCN(c1cccc(C)c1)S(=O)(=O)c1cccc(C(=O)O)c1,2.0%,-22.9%,-3.2%,6.2%,-1.3,61,1.2,-1.7%,i,-0.1%
Cc1sc[n+](CC(=O)c2ccc(Br)cc2)c1C,0.7%,-2.1%,-19.7%,2.3%,-0.6,55,x,x,x,0.1%
S=c1[nH]nc(-c2ccccc2)n1C1C=CCCC1 (stereo not drawn),-2.9%,12.8%,-39.1%,-3.1%,0.2,68,0.8,-1.7%,i,0.3%
Cc1ccc(S(=O)(=O)N2CCOCC2)cc1C(=O)N1C(=O)c2cccc(N)c2C1=O,15.3%,-1.4%,1.9%,15.5%,3.7,80,1,0.4%,i,0.3%
CNCc1ccccc1OCc1ccc(F)cc1,19.1%,7.7%[20 µM],-7.7%,-4.4%,-1.0,74,1.1,-0.2%,i,-0.1%
Cc1cccc(CN2C[C@]34CC[C@@H](C[C@@H]3S2(=O)=O)O4)c1,-13.6%,15.3%,-8.9%,0.8%,-0.9,46,x,x,i,0.0%
O=C(NCCN1CCOCC1)/C(=C/c1ccc(F)cc1)NC(=O)c1ccccc1,-8.0%,13.8%,-19.5%,5.3%,-0.7,38,x,x,x,0.5%
N=c1c(C(=O)NC2CCCCC2)cc2c(=O)n3ccccc3nc2n1CCc1ccccc1,-25.2%,-13.6%,-34.9%,-3.5%,0.3,53,x,x,x,-0.1%
